TNF death inh: inhibitors of TNF-alpha induced necroptosis in Jurkat FADD-/- cells; 220,000 compounds, 0.068% hits; activation (protection from cell death), % at 10 µM; AID 463075; Jurkat FADD-/- TNF necroptosis rescue, ATP luminescence, 24 h; 0 = TNF only, 100 = no-TNF cells;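 active means activation, meaning protection from cell death, of at least 50% relative to plate controls; inactive means activation below 50%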;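 further: necroptosis triggered by 40 ng/mL TNF-alpha added together with compound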
EBV gp42 inh: blocks Epstein-Barr virus glycoprotein 42 binding; Q1HVG2; Fluorescence polarization binding assay, mP read-out; inhibition, % (tested at 21.74 µM); 220,000 compounds, 0.42% hits; in the data active means inhibition above about 50%
L929 necroptosis: blocks zVAD induced death of L929 cells. viability rescue, % at 10 µM. AID 1377. L929 zVAD necroptosis rescue, ATP luminescence, 24 h; with zVAD 60 µM. 220,000 compounds, 0.38% hits;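 active means activation, scaled between plate controls, above about 75%, limit read from the data; inactive means activation under that limit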;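 further: 0% = zVAD with DMSO and 100% = DMSO alone without zVAD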
PERK inh: human PERK inhibition, primary cell-based screen; 220,000 compounds, 0.17% hits; inhibition, % at 5.6 µM; Q9NZJ5; CHO PERK-DD fusion, SEAP luminescence translation reporter;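 active means inhibition above the mean inhibition of all tested compounds plus 3 SD, set separately per screening campaign, cut at about 2.9% in these data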;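 further: PERK kinase domain activated by AP20187 dimerizer at 100 nM; 0% = DMSO with dimerizer and 100% = rapamycin at 8.4 µM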
KCC2 mod: KCC2 (human) Cl- transport modulation | B-score of Tl+ flux slope (higher = more flux/activation; lower = inhibition) at 10 µM | 190,000 compounds, 2.2% hits | AID 1456 | Q9H2X9 | KCC2 cells, thallium flux FluoZin-2 fluorescence;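 active means thallium flux slope and its plate-corrected score both differing from the plate sample mean at a set confidence after two filtering rounds, in either direction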;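 further: slope of fluorescence scaled to starting intensity during 10 to 20 s after thallium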
m-calpain inh: blocks pig calpain II enzyme activity | 220,000 compounds, 0.37% hits | purified calpain II, fluorogenic peptide substrate, 30 min | AID 1236 | inhibition, % at 16 µM;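 active means inhibition above about 50%, limit read from the data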
eIF4E-4G inh: eIF4E/eIF4G interaction inhibition in translation initiation; P63073+Q04637; TR-FRET eIF4E-eIF4GI(517-606) binding, 2 h; inhibition, % at 21.7 µM; 220,000 compounds, 0.37% hits; AID 782;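 active means inhibition above about 30%, limit read from the data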;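 further: 0% = full FRET control wells and 100% = background wells lacking eIF4GI fragment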
Target sequence (P63073 whole entry, looked up, the tested form may be a part): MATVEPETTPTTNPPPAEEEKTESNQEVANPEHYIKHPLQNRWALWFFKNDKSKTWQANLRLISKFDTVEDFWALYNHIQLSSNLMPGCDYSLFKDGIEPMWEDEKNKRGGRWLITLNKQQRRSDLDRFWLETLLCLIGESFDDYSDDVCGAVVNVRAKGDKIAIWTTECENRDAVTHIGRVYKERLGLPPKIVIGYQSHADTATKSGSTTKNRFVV
Target sequence (Q04637 whole entry, looked up, the tested form may be a part): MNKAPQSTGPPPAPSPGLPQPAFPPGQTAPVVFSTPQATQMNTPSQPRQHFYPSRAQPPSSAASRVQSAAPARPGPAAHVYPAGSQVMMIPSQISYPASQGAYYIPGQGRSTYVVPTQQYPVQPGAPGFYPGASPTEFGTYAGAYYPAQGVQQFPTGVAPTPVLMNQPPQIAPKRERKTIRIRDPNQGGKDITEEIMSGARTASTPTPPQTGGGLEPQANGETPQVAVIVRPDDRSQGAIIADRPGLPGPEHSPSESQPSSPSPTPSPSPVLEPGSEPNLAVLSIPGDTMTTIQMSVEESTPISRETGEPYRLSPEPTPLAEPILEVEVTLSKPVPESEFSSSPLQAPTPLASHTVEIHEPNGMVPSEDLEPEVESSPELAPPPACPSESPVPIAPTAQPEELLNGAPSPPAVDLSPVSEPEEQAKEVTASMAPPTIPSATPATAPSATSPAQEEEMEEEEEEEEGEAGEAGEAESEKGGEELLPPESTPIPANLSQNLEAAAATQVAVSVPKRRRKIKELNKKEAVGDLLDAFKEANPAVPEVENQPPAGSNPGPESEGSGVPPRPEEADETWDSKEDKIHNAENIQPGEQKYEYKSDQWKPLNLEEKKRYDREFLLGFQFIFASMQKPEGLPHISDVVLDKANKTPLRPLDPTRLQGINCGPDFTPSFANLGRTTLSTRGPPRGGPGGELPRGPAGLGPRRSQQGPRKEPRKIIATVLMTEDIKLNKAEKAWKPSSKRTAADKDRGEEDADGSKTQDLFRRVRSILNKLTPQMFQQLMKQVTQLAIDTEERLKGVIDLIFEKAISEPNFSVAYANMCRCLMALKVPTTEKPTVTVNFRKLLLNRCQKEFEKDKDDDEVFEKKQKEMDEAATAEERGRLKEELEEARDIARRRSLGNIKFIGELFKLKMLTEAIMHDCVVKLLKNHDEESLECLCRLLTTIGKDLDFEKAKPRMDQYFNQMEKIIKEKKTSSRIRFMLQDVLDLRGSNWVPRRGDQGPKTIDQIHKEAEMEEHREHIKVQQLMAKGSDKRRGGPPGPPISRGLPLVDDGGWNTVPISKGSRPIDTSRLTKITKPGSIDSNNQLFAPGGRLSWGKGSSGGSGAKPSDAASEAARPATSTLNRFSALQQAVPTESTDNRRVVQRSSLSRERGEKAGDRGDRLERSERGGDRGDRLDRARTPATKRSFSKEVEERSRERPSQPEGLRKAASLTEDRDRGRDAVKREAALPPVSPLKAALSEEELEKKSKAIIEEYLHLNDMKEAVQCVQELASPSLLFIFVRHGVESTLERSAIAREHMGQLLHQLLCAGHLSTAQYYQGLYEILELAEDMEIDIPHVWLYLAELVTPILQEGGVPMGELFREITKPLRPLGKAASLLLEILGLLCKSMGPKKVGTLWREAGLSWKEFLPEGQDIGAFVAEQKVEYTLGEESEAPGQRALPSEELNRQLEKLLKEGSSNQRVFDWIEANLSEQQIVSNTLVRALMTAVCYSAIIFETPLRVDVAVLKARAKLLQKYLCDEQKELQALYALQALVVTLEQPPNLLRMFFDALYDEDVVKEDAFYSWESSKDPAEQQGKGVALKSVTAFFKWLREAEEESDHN
Rad51 HR inh: Rad51 (human) homologous recombination inhibition | Q06609 | hRad51 DNA strand exchange, fluorescence dequenching | inhibition, % at 10 µM | 200,000 compounds, 0.085% hits | AID 1385;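 active means inhibition above 40% at the single screening dose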;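 further: 0% = DMSO control wells and 100% = blanks with heterologous ssDNA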
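Assay system: Human Rad51 nucleoprotein filaments preassembled on unlabelled ssDNA | Reagent: Donor/quencher-labelled 47-bp dsDNA substrate | Doses: One concentration, 10 µM final | Times: 37 °C 15-min filament assembly, 30-min compound preincubation, 15-min exchange | Technique: Fluorescein emission 520 nm, excitation 485 nm | Benchmarks: Plate control and blank wells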
MDM2 E3 inh: blocks human Mdm2 ubiquitin ligase activity; cell-based MDM2 ubiquitination luciferase reporter, 2 h; 0 = plate control, 100 = twice control, blank-subtracted; Q00987; 210,000 compounds, 0.11% hits; AID 1230; signal enhancement, % at 5 µM;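 active means signal enhancement of 30% or more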;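 further: luminescence tracks abundance of the self-degrading MDM2-luciferase fusion protein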
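system = mammalian cells stably expressing self-ubiquitinating, self-degrading MDM2 E3–luciferase fusion | quantity = 2000 cells per well seeded | incubation = 4 h cell settling then 2 h compound exposure, 37 °C | signal = SteadyLite luminescence, 15 min reagent step | benchmarks = plate control and blank wells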
Active calls of the source: *; i = inactive; · = no result given; [ ] = dose if it differs, or a comment.

SMILES	TNF death inh	EBV gp42 inh	L929 necroptosis	PERK inh	KCC2 mod	m-calpain inh	eIF4E-4G inh	Rad51 HR inh	MDM2 E3 inh
COC(=O)CNC(=O)CN1C(=O)N(c2cccc(Cl)c2)C(N(O)C(=O)Nc2cccc(Cl)c2)C1(C)C (centres undefined)	0.0	-4.0	0.4	0.9	0.426	5.9	0.8	4.4	-2.2
CCCN1C(=O)/C(=C/c2c(NCCCOCC)nc3c(C)cccn3c2=O)SC1=S	-0.4	-27.2	2.2	1.1	·	12.9	1.5	-126.3	-16.3
O=C(NCc1ccccn1)c1cn(-c2ccccc2)nc1-c1ccc(Cl)cc1	-1.1	8.8	0.3	-0.2	1.16	14.9	4.2	-11.4	-15.0
Cc1[nH][nH]c(=O)c1C(c1ccc(-c2ccc(Cl)cc2Cl)o1)c1c(C)[nH][nH]c1=O	-2.5	-3.8	0.1	1.4	-1.87	-171.6	2.3	-5.0	-12.2
CCOCCCNC(=O)C(NC(=O)c1ccc(NC(C)=O)cc1)c1ccc(Cl)cc1 (centres undefined)	-0.4	-9.6	·	-0.7	-0.789	21.1	-1.1	·	18.6
COCCCNC(=O)C(CC(N)=O)NC(=O)OCc1ccccc1 (centres undefined)	0.4	-2.7	-0.2	1.7	0.806	-13.3	-5.5	8.8	-6.0
c1cncc(-c2nc(N3CCOCC3)c3ccccc3n2)c1	-2.7	36.4	9.6	-0.8	-0.511	39.5	-4.9[fluorescence artefact?]	-0.1	-22.3
O=c1ccc(/C=C/c2ccccc2)nn1Cc1ccccc1	1.6	-18.1	0.2	-0.8	0.0466	-245.4	-2.1	-9.6	-22.9
CC(=O)N1N=C2c3ccccc3CCC2C1c1cccs1 (centres undefined)	1.5	-2.9	-0.9	0.0	-2.23	1.4	3.9	11.9	-0.3
CCN1C2OC3OC4C(OC3OC2N(CC)S1(=O)=O)N(CC)S(=O)(=O)N4CC (centres undefined)	-0.2	-7.3	-0.5	-0.8	·	21.3	0.4	-1.4	-13.6
O=S(=O)(NCCc1ccncc1)c1cc(Br)ccc1F	-1.4	-18.0	0.0	-0.1	0.0492	10.0	0.6	-4.1	13.7
Cc1ccc(Cl)cc1NC1=C/C(=N\S(=O)(=O)c2cccs2)c2ccccc2C1=O	-24.9	2.0	21.2	0.2	-1.16	-68.3	-20.1	-0.1	-6.6
CS(=O)(=O)c1ccc(Cl)c(NC(=O)Cc2c(F)cccc2Cl)c1	0.1	0.4	0.8	0.5	0.461	-0.9	-3.9	-44.1	-3.9
COC(/C=C/Nc1ccc(Br)cc1)=C(C#N)C#N	-1.7	-5.7	-0.1	0.0	·	5.4	9.9	-1.6	-3.3
O=C(Nc1ccccc1N1CCOCC1)c1cnccn1	-3.6	-7.0	0.2	1.0	0.26	18.6	7.1[fluorescence artefact?]	·	0.2
CCC(C)NC(=O)c1ccc2c(c1)N(Cc1ccccc1)C(=O)CS2 (centres undefined)	1.2	6.9	-0.3	-0.3	-1.2	7.0	-1.5	7.9	-8.9
O=C(NCCCn1ccnc1)C1c2ccccc2Oc2ccccc21	-2.5	-19.3	-0.1	-0.3	0.206	21.5	4.1	-10.0	-5.3
CC(C)(C)OC(=O)[C@H](Cc1ccccc1)NC(=O)c1nc[nH]c1C(=O)NC1CCN(C(=O)OC(C)(C)C)CC1	-0.7	-0.4	0.4	-0.2	-0.124	33.2	2.4	-6.5	·
COc1ccccc1NC(=O)Cc1c(F)cccc1Cl	1.1	-2.7	-0.1	0.8	0.316	-10.2	3.0	-2.4	-4.8
CCOc1ccc(C2Nc3ccc4ccccc4c3-c3c2c(=O)oc2ccccc32)cc1 (centres undefined)	1.2	-28.0	-0.5	-0.4	-0.5	-116.3	-8.9	4.8	3.0
CC(=O)N1[C@H](Cc2ccccc2)C=C[C@]1(C)C(=O)NCCc1c[nH]c2ccccc12	0.1	1.9	1.2	-0.7	-0.959	7.5	4.6	3.1	·
Cc1cc(NC(=O)CN(C)S(=O)(=O)c2cccc(Cl)c2)no1	0.6	-6.9	3.3	0.2	-0.122	6.7	0.9	13.1	-8.5
Cc1ccccc1-c1nc(C#N)c(NCc2ccco2)o1	-1.0	-5.4	2.1	2.3	-0.237	-169.3	4.4	37.0	-33.8
S=C(c1ccc(-c2ccc(Cl)cc2Cl)o1)N1CCCC1	0.7	-17.5	0.6	0.0	0.0357	20.9	4.5	0.4	-8.7
Cc1cccc(CCNS(=O)(=O)c2ccc(S(=O)(=O)NC3CCCC3)cc2)c1	2.4	17.6	1.5	0.1	·	33.3	·	-5.4	-77.6
Continuation.
SMILES	TNF death inh	EBV gp42 inh	L929 necroptosis	PERK inh	KCC2 mod	m-calpain inh	eIF4E-4G inh	Rad51 HR inh	MDM2 E3 inh
Cc1noc(C)c1C1(O)CCCCCCCCCCC1	-0.2	-11.3	0.7	0.1	-0.128	5.2	-2.9	-4.3	-3.1
COc1ccc(OC)c(-c2nnc(-c3ccc(C)o3)o2)c1	-4.7	-15.0	0.7	0.7	·	i	12.2	-8.2	10.4
Cc1ccc(SCC(=O)Nc2ccc3c(c2)OCCO3)cc1	3.9	-1.4	0.9	0.3	-0.152	-4.5	0.9	-2.4	5.4
C/C(=N\NC(=S)NCCc1ccccc1)c1ccc(C)cc1	-0.8	-16.1	-0.5	-0.6	2.91*	9.6	5.4[fluorescence artefact?]	2.9	·
CC(CCc1ccccc1)NC(=O)C1CCCN(c2nnc(-n3cccc3)s2)C1 (centres undefined)	1.4	1.8	-0.1	-0.6	-4.37*	-4.4	0.3	-3.9	-18.8
O=C(Nc1ccc(F)c(F)c1)NC1CCCCC1	15.5	-11.5	0.3	1.2	-0.753	-3.9	-3.4	-11.6	-9.3
Cc1ccccc1NC(=S)NCCC(c1ccccc1)c1ccccc1	-12.8	0.9	0.3	-0.8	0.247	77.8*	-4.2	-9.7	0.1
COc1ccc(CCN(Cc2cccs2)S(=O)(=O)c2ccc(S(=O)(=O)N3CCCCCC3)cc2)cc1OC	1.5	-6.6	0.1	0.6	-0.629	23.9	-0.2	1.1	-16.8
CCOC(=O)c1ccccc1NC(=O)Nc1ccc(OC)c(OC)c1	0.2	-8.8	0.6	0.3	·	-13.3	7.0	3.6	-11.1
Cn1cccc1CC(=O)N/N=C/c1cccc2ccccc12	-3.8	4.8	0.2	-0.3	-0.284	-30.8	-4.5[fluorescence artefact?]	3.8	-9.4
C=CCOC(=O)C1=C(C)OC(N)=C(C#N)C1c1ccc(F)cc1 (centres undefined)	-3.9	-1.8	0.1	0.3	-0.586	24.2	3.1	·	-21.4
C=CCn1c(N)cc(=O)nc1SCC(=O)Nc1ccc2ccccc2c1	2.0	-7.7	·	0.8	1.32	0.0	4.1	-4.9	13.4
CCOc1ccc(-c2nnn(CC(=O)N3CCN(c4ccc(F)cc4)CC3)n2)cc1OCC	0.9	-12.7	0.1	0.8	0.036	-11.3	-1.0	-6.9	-4.5
CCN(CC)CC(O)COc1ccc2c(c1)c(C(C)=O)c(C)n2-c1ccccc1 (centres undefined)	-5.9	-18.8	2.3	-0.7	0.433	0.9	0.0	0.0	-6.5
CCN(CC)S(=O)(=O)c1cc(NC(=O)C(C)N2CCc3ccccc32)ccc1C (centres undefined)	0.7	11.1	0.3	-0.7	0.28	10.7	1.0	2.0	-20.8
Cc1cc(C(=O)COC(=O)CC2Sc3ccccc3NC2=O)c(C)n1-c1ccccc1 (centres undefined)	3.9	-18.0	-0.7	-0.4	-0.708	-21.6	-2.0	·	·
COc1ccc(C(=O)Oc2ccc3c(C)cc(=O)oc3c2C(C)=O)cc1	-2.3	-4.3	·	0.2	-0.548	-127.3	6.1	2.0	-21.0
O=C(c1cccc(C(F)(F)F)c1)N1CCc2c([nH]c3ccccc23)C1C(F)(F)F (centres undefined)	0.9	6.9	0.6	0.5	0.0612	2.4	1.8	3.8	-6.1
Nc1n[nH]c(C(F)(F)F)c1-c1ccccc1	-0.7	-7.7	1.0	1.2	-0.132	9.7	1.7	0.6	-10.1
CCOc1ccc2[nH]c(=O)c(CN(CCN3CCCC3)C(=S)Nc3ccccc3OC)cc2c1	0.8	-7.2	-0.4	0.2	-1.54	-95.9	-1.7	1.0	-12.3
CCN1CCN(C(=O)c2ccc3c(c2)c(C)c(C)n3Cc2ccccc2)CC1	12.5	-3.8	1.5	0.4	-0.545	-17.5	-1.1	5.6	2.3
CN(C)S(=O)(=O)c1ccc(C(=O)NCC(C)(C)N2CCOCC2)cc1	1.4	3.9	0.4	-0.3	-0.162	13.7	-13.9	-11.7	·
O=C(NC1CCCCC1)c1ccc(S(=O)(=O)N2CCOCC2)cc1	0.8	4.6	0.8	0.1	·	6.2	8.6	-3.2	-12.3
CCC(C)c1ccc(NC(=S)NCc2cccnc2)cc1 (centres undefined)	-1.6	-8.1	1.1	1.3	1.11	-1.2	3.8	-2.4	-4.7
COc1ccc(N2C(=O)C(CC(=O)Nc3ccccc3)N(Cc3ccccn3)C2=S)cc1 (centres undefined)	0.3	3.2	0.1	0.1	0.0705	0.9	-2.5	-14.0	-2.4

The last 5 records of the part above come first, to join the parts.
SMILES	TNF death inh	EBV gp42 inh	L929 necroptosis	PERK inh	KCC2 mod	m-calpain inh	eIF4E-4G inh	Rad51 HR inh	MDM2 E3 inh
CCN1CCN(C(=O)c2ccc3c(c2)c(C)c(C)n3Cc2ccccc2)CC1	12.5	-3.8	1.5	0.4	-0.545	-17.5	-1.1	5.6	2.3
CN(C)S(=O)(=O)c1ccc(C(=O)NCC(C)(C)N2CCOCC2)cc1	1.4	3.9	0.4	-0.3	-0.162	13.7	-13.9	-11.7	·
O=C(NC1CCCCC1)c1ccc(S(=O)(=O)N2CCOCC2)cc1	0.8	4.6	0.8	0.1	·	6.2	8.6	-3.2	-12.3
CCC(C)c1ccc(NC(=S)NCc2cccnc2)cc1 (centres undefined)	-1.6	-8.1	1.1	1.3	1.11	-1.2	3.8	-2.4	-4.7
COc1ccc(N2C(=O)C(CC(=O)Nc3ccccc3)N(Cc3ccccn3)C2=S)cc1 (centres undefined)	0.3	3.2	0.1	0.1	0.0705	0.9	-2.5	-14.0	-2.4
O=C(Nc1ccc(Cl)cc1)Nc1cccc2nsnc12	-18.4	-0.1	-1.1	0.6	-0.277	-71.2	-12.7	·	·
Cc1cc2nc(C3CCN(C(=S)NCCCOC(C)C)CC3)[nH]c2cc1C	-1.2	-5.2	7.8	-0.7	·	-17.1	-2.7	-116.4	2.7
NC(=O)C1CCN(CC(=O)Nc2ccccc2Sc2ccc(Cl)cc2)CC1	-0.9	-15.7	-0.3	-0.1	0.243	-9.8	7.1[fluorescence artefact?]	-7.7	-2.1
Cc1ccccc1NC(=O)Cn1c(=O)n(C)c2ccccc21	2.5	-12.2	0.6	-0.6	-0.251	-3.0	7.5[fluorescence artefact?]	4.6	-7.5
CCc1ccc(-c2ccc(SCc3ccccn3)nn2)cc1	1.4	2.9	5.3	-0.2	-1.47	-7.9	-1.0	5.5	-18.6
CCn1c(SCC(=O)O)nnc1-c1ccccc1	0.1	-12.2	0.7	1.0	·	-21.9	-7.7[fluorescence artefact?]	-0.9	-10.9
COc1ccc(OC)c(-c2c(=O)n(OCc3ccccc3Br)c3ccccc3[n+]2[O-])c1	0.8	1.0	0.8	0.3	-0.489	4.4	-4.1[fluorescence artefact?]	-39.9	4.5

Assay outcomes deposited in PubChem BioAssay by several laboratories.
